Screening results: PubChem BioAssay, several laboratories
SMARCA2 activ: increases SMARCA2 function in MMTV reporter cells; MG213 cells, MMTV-luciferase reporter, dexamethasone, overnight; activation, % at 9.1 µM; actives 1% (n = 370,000); in the data active means activation above about 7.8%;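 further: 0% = vehicle wells and 100% = reference activator wells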
NPR1 activator: GC-A (human) enzyme activation. P16066. HEK293 GC-A cells, cGMP TR-FRET, EC30 ANP; 0% at EC30 ANP, 100% saturating ANP. activation, % at 10 µM. actives 0.14% (n = 370,000); in the data active means activation above about 40%
ssDAF-12 act: activates DAF-12 receptor from parasite S. stercoralis. AID 652126. activation, % at 6.8 µM. actives 1% (n = 370,000). HEK293 ssDAF-12/GRIP1 lit1-tk-luc reporter, luminescence; % of 3 µM dafachronic acid response;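 active means activation above the mean over all tested compounds plus 3 SD, cut at about 0.9% in these data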;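 further: 0% = DMSO-only wells and 100% = 3 µM delta7-dafachronic acid wells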
PG9 Ab binder: small molecules binding HIV-1 gp120 antibody PG9; inhibition, % at 6.7 µM; actives 0.43% (n = 360,000); TR-FRET gp120-PG9 antibody binding; in the data active means inhibition above about 8.5%
hcDAF12 agonist: activators of H. contortus DAF-12 nuclear receptor | HEK293 hcDAF-12 lit1-tk-luc reporter, luminescence; 0% DMSO, 100% Δ7-dafachronic acid | activation, % at 6.8 µM | actives 1.4% (n = 370,000);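 active means activation above the mean of all tested compounds plus 3 SD, cut at about 5.5% in these data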;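 further: 100% = response to 3 µM Δ7-dafachronic acid high control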
DAX1 inh-1: blocks DAX1 repression of SF-1 activated StAR promoter | HEK293T StAR-luciferase reporter, SF-1/DAX-1 repression relief | inhibition, % at 6.8 µM | actives 1.1% (n = 370,000) | AID 652010;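 active means inhibition above the mean over all tested compounds plus 3 SD, cut at about 3.6% in these data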;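 further: 0% = DAX-1 cells with DMSO and 100% = cells lacking DAX-1 with DMSO; higher inhibition means more luminescence from relief of DAX-1 repression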
DAX1 inh-2: inhibitors of human orphan nuclear receptor DAX1 (NR0B1); HEK293 Gal4-DAX1 luciferase reporter, luminescence; inhibition, % at 6.75 µM; actives 0.99% (n = 340,000); AID 504766;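 active means inhibition above the mean over all tested compounds plus 3 SD, cut at about 4.2% in these data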;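 further: 0% = DAX1-transfected cells with DMSO and 100% = empty-vector control cells with DMSO; inhibition shows as a rise in luminescence from relieved DAX1 repression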
Target sequence (P51843 207-470 limits assumed): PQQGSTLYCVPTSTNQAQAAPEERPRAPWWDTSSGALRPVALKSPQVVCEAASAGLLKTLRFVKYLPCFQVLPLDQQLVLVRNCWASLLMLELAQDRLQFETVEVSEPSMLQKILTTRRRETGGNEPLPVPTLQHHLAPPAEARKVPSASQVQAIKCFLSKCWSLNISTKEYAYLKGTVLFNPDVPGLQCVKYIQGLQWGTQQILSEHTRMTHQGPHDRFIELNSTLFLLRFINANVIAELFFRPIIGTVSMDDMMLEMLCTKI
ADAM17 inh: ADAM17 inhibition, QFRET primary screen; P78536; recombinant ADAM17, EDANS/DABCYL FRET peptide cleavage; inhibition, % at 6.95 µM; actives 0.83% (n = 370,000); AID 720648;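 active means inhibition above the mean of compounds lying between control limits plus 3 SD, set per campaign, cut at about 8.5% in these data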;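 further: 0% = DMSO-only wells as the low control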
Target sequence (P78536 215-824 limits assumed): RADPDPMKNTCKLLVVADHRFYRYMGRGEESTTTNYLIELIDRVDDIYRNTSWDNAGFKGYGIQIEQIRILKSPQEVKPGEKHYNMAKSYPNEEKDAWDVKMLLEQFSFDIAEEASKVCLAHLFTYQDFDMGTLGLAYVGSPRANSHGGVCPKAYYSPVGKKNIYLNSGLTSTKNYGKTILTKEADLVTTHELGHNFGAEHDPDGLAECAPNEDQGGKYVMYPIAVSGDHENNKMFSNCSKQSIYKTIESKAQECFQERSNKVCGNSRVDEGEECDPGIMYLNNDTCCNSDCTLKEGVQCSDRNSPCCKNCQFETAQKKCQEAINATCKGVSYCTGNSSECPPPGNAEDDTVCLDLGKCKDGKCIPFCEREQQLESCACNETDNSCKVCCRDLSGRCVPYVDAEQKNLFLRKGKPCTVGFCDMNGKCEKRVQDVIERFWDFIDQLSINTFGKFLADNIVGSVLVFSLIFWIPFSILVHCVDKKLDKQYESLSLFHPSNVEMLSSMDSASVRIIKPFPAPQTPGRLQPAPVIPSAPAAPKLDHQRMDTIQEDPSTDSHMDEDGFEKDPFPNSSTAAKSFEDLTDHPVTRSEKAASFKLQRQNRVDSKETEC
ADAM10 inh: ADAM10 inhibition, QFRET primary screen | inhibition, % at 7 µM | recombinant ADAM10, EDANS/DABCYL FRET peptide cleavage, 3 h | actives 0.62% (n = 370,000) | AID 720582 | O14672;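 active means inhibition above a per-campaign cutoff equal to the mean of compounds falling between control-based bounds plus 3 SD, cut at about 20% in these data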;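 further: 0% = DMSO wells while the 100% control is not disclosed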
hgDAF12 agonist: activates the H. glycines DAF-12 receptor ligand-binding domain. AID 687014. activation, % at 6.8 µM. HEK293 GAL4-hgDAF12 UAS-luciferase reporter, agonist luminescence; normalized to butyrate control. actives 1.8% (n = 370,000);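 active means activation above a cutoff set at the mean of all screened compounds plus 3 SD, cut at about 10% in these data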;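 further: 0% = DMSO wells and 100% = sodium butyrate wells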
FXN GAA850 act: increases GAA850 frataxin promoter reporter activity | HEK293 lucGAA850 FXN promoter luciferase reporter, 24 h; percent of 10 µM SAHA response | activation, % at 6 µM | actives 0.56% (n = 360,000);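 active means activation above the average of all compounds screened plus 3 SD, cutoff fixed separately per campaign, cut at about 7.5% in these data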;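 further: 0% = DMSO wells and 100% = 10 µM SAHA wells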
The depositor's hits bear a star; . = no result given. Not a hit list, and some 6.8% of all compounds hit somewhere here.

structure	FXN GAA850 act	hgDAF12 agonist	ADAM17 inh	DAX1 inh-2	DAX1 inh-1	ssDAF-12 act	SMARCA2 activ	ADAM10 inh	PG9 Ab binder	hcDAF12 agonist	NPR1 activator
Cc1ccc(N/C=C(\C2OC(=O)c3ccccc32)[N+](=O)[O-])c(C)c1 (stereo not given)	1.2	-1.7	-2	.	-0.4	-1.0	7	-1	-1.1	-1.0	4
O=C(CN1C(=O)CCSc2ccccc21)Nc1ccc(F)cc1	1.1	-0.4	-2	-0.6	-0.3	-1.4	-5	1	1.2	-1.3	-4
COc1ccc(C)cc1NC(=O)CN1CCN(S(=O)(=O)c2ccc3ccccc3c2)CC1	0.1	-1.8	-3	0.5	-0.2	-1.3	-1	-20	0.6	-1.2	-2
O=C(Cc1ccc(S(=O)(=O)N2CCOCC2)s1)Nc1ccccc1N1CCCC1	0.7	-1.4	-33	-0.9	0.1	-0.8	-1	-105	-3.5	-0.4	0
CCN(C(=O)CN1C(=O)CN(C)C1=O)c1cccc2ccccc12	-3.3	-0.1	-3	1.2	-1.4	-1.3	-2	-5	0.1	0.3	-3
CC(C)n1c(O)c(N=NC(=O)CNC(=O)c2cccnc2)c2ccccc21	1.2	-2.4	-3	0.0	0.2	-1.0	-3	-8	-5.1	-2.0	0
COc1cccc(C2=CC(=O)C[C@H](c3ccc(Cl)cc3)C2)c1OC	2.6	-2.3	-9	0.1	-0.4	-1.8	3	-31	1.4	-2.2	9
CC(=O)Nc1ccc(C(=O)Nc2ccc(S(=O)(=O)Nc3nccc(C)n3)cc2)cc1	-0.6	-1.7	-3	3.0	1.7	-0.8	2	1	-2.0	0.1	1
Brc1cccc(CNn2cnnc2)c1	0.1	0.5	-1	-0.7	-0.8	0.5	-2	0	-1.7	-1.4	3
O=C(CC1CCCC1)N1CCCC(Nc2ccc(F)cc2)C1 (stereo not given)	1.2	-0.4	-3	0.7	0.2	-0.7	-3	-6	3.1	-0.6	0
COc1ccc(-n2nc3c(c2NC(=O)c2ccc(N4C(=O)CCC4=O)cc2)CSC3)cc1	0.5	-1.4	5	0.4	-0.1	-1.9	0	12	0.2	-2.1	1
Cc1nnc(NC(=O)CSc2nnc(CCNC(=O)c3ccccc3F)n2C)s1	2.2	0.9	-2	1.3	0.1	-0.1	-2	-5	-1.1	-0.3	2
O=C(Nc1ccc(F)c(Cl)c1)c1csc(COCCO)n1	3.1	7.5	2	.	1.2	-0.5	2	-5	-0.8	2.4	3
COc1ccc(C)cc1NC(=O)CNc1ccccc1CN(C)C1CCCCC1	-0.6	0.5	-3	0.3	0.2	-1.1	0	0	-1.6	-0.1	-13
CC(C)Nc1nnc(SCC(=O)NCc2ccc3c(c2)OCO3)s1	-0.3	-0.5	0	-0.1	0.0	-1.4	3	4	0.6	0.0	3
CC(C)NC(=O)COC(=O)Cn1[nH]c(=O)c2ccccc2c1=O	2.3	-2.1	-1	1.7	0.7	-1.0	0	4	0.4	1.5	3
CN1CCC(=NNC(=O)CN(c2cccc([N+](=O)[O-])c2)S(=O)(=O)c2ccccc2)CC1	0.4	-0.4	4	0.1	-0.3	-0.7	3	9	-0.6	-1.6	0
CN(C(=O)c1ccc(Br)cc1)C1CCS(=O)(=O)C1 (stereo not given)	2.0	-1.4	-4	1.0	1.1	-1.1	-4	-17	2.3	1.2	-3
Cc1cc(OC(=O)c2cc(Cl)ccc2Cl)c([N+](=O)[O-])c(=O)[nH]1	-0.3	1.1	0	1.3	0.4	-1.0	-3	-3	30*	2.9	0
N/C(=N\c1nc2c(c(=O)[nH]1)CCCC2)Nc1ccc(Oc2ccccc2)cc1	5.1	-0.8	7	0.7	0.7	-1.1	0	12	-0.5	-0.2	-1

Five compounds already listed, ordered by the value under DAX1 inh-1, rising:
Compound | DAX1 inh-1
Brc1cccc(CNn2cnnc2)c1 | -0.8
CN1CCC(=NNC(=O)CN(c2cccc([N+](=O)[O-])c2)S(=O)(=O)c2ccccc2)CC1 | -0.3
COc1ccc(C)cc1NC(=O)CN1CCN(S(=O)(=O)c2ccc3ccccc3c2)CC1 | -0.2
Cc1nnc(NC(=O)CSc2nnc(CCNC(=O)c3ccccc3F)n2C)s1 | 0.1
N/C(=N\c1nc2c(c(=O)[nH]1)CCCC2)Nc1ccc(Oc2ccccc2)cc1 | 0.7

Going on with the list:
structure	FXN GAA850 act	hgDAF12 agonist	ADAM17 inh	DAX1 inh-2	DAX1 inh-1	ssDAF-12 act	SMARCA2 activ	ADAM10 inh	PG9 Ab binder	hcDAF12 agonist	NPR1 activator
CN(CC(=O)Nc1ccc(Cl)c(C(F)(F)F)c1)C(=O)c1cccnc1Sc1ccccc1	1.0	-1.0	12*	0.2	1.5	-1.2	-3	8	0.8	-1.2	-1
S=c1[nH]c(-c2ccccc2)cs1	7.5	4.8	-5	2.5	1.6	-0.2	-3	-11	2.6	2.4	1
CC(C)CCN1CCN(Cc2ccc(C(F)(F)F)cc2)CC1CCO (stereo not given)	1.4	1.2	-4	0.7	0.3	-1.6	0	2	-0.4	0.3	-3
CCN1CCN(c2c(Cl)cccc2NC(=O)c2ccc3nsnc3c2)CC1	-1.0	-0.8	-4	2.7	0.1	-1.1	-3	-5	-0.6	-0.5	2
O=[N+]([O-])c1cc(C(F)(F)F)ccc1N1CCCNCC1	0.5	0.2	-3	-0.7	1.2	-1.3	-4	-1	0.9	0.2	3
Cn1c(SCC(=O)O)nnc1-c1ccc2ncccc2c1	.	-0.1	-3	.	-0.1	-1.2	2	2	-2.6	-1.1	0
O=S(=O)(NCC(c1cccnc1)N1CCN(Cc2ccccc2)CC1)c1ccc(F)cc1 (stereo not given)	0.5	3.2	-2	-0.3	0.3	-1.2	0	-1	0.1	3.6	7
Clc1ccc(-c2cc3ccccc3nc2N2CCOCC2)cc1	1.0	2.0	-13	.	0.0	-1.4	-4	-37	-1.0	-1.3	1
CN(CC(=O)Nc1ccc(F)cc1)C(=O)COC(=O)c1ccccc1	1.4	-0.3	0	1.0	1.7	-1.1	-1	-1	-0.6	-0.8	4
CC(C)c1ccc(/C=C/C(=O)NC2CCCCC2)cc1	0.5	0.9	1	-0.2	0.7	-0.7	0	0	-0.1	-0.3	4
CC(C)(C)OC(=O)N1CCCC1C(=O)NCCc1ccccc1 (stereo not given)	-4.5	1.0	1	0.2	0.1	-0.9	-1	-8	-0.7	-0.5	1
CC(C)(C)c1ccc(OCc2ccc(C(=O)N/N=C/c3ccc([N+](=O)[O-])cc3)o2)cc1	3.2	3.5	-2	0.8	1.5	-0.8	4	4	-1.7	1.4	-2
CCCN1CCN(c2ccc(S(N)(=O)=O)cc2[N+](=O)[O-])CC1	-1.6	-0.6	-1	-1.1	0.1	-1.9	3	3	-0.1	-0.9	-1
COc1ccc(-n2ncc3c(NCc4ccccn4)ncnc32)cc1	5.3	3.0	-2	-1.0	0.1	-1.1	2	-4	-1.7	-1.1	0
O=C(Cn1c2ccc(F)cc2c2nc3n(c(=O)c21)CCS3)Nc1ccccc1C(F)(F)F	0.4	-1.3	-15	-1.7	-0.1	-1.2	-2	-33	-0.6	-0.3	-2
CCCc1nnc(NC(=O)c2cc(OC)cc(OC)c2)s1	1.5	-2.2	-4	0.3	-1.4	-1.1	-1	-11	2.2	-1.8	-2
COc1ccc(C(=O)N2CCN(c3nc4ccccc4o3)CC2)cc1OC	0.3	-1.3	1	-1.5	-2.6	-1.4	-4	-4	-0.9	-3.9	1
CCOC(=O)C1=C(C)Nc2ccccc2N=C1NC(=O)c1cccc(S(=O)(=O)NCc2ccccc2)c1	-2.3	-1.2	5	-0.9	-0.1	-2.1	0	8	-0.4	-1.2	-4
CN1CCN(c2ccc(CNC(=O)C3Cc4c(-c5ccccc5)ccnc4O3)cc2)CC1 (stereo not given)	-0.2	-3.1	0	.	-1.1	-1.6	4	-2	-2.0	-1.7	0
O=C(Nc1ccccc1N1CCOCC1)c1ccccc1[N+](=O)[O-]	0.2	2.3	0	-0.6	-0.8	-1.4	5	-2	0.0	0.9	5
COc1ccccc1-c1cc(C(=O)NC(C)C)no1	2.2	8.4	-9	1.4	1.6	0.4	7	-3	0.3	4.9	4
COc1ccccc1CNc1ncnc2cc(OC)c(OC)cc12	1.3	-2.7	0	0.4	-0.2	-1.5	-1	-3	-0.7	-2.4	10
CCC(C(=O)OCC(=O)N1CCN(c2ccc(OC)cc2)CC1)c1ccccc1 (stereo not given)	-1.5	-0.6	-1	1.4	-1.8	-1.2	-3	-6	-1.6	-0.3	-2
CC12CN3CCN(CC(C3)/C1=N\NC(=O)c1ccccc1N)C2	2.9	3.0	-7	1.5	0.1	-0.4	2	-23	-1.8	2.3	3
FC(F)(F)c1cccc(NC(=S)NNC(=S)NCc2ccccc2)c1	-1.5	1.2	12*	-0.6	-0.5	-1.6	-3	20*	2.1	-2.5	3
CCC(=O)Nc1ccccc1C(=O)OCC(=O)c1ccc2ccccc2c1	1.2	-4.1	-9	-0.9	-1.4	-1.9	-3	-48	-2.3	-2.4	-11
COc1ccc(-c2cn[nH]c2-c2ccc(OCc3ccc([N+](=O)[O-])cc3)cc2O)cc1	-2.3	2.2	2	-1.9	-0.5	-1.9	-5	14	-0.7	-2.5	4
CN1C(=O)/C(=C\C=C2/CCCN2C)N(C)C1=S	-2.1	1.1	-1	0.0	-0.4	-0.8	2	-2	-35	0.9	-19
CCOc1ccc(NC(=O)c2cc3n(n2)C(C(F)(F)F)CC(c2ccco2)N3)cc1 (stereo not given)	2.2	-2.7	-2	-1.2	-0.5	-1.5	-7	-5	0.3	-1.3	-1
Nc1nc(Cl)nc2ccc(Br)cc12	-5.4	-3.0	0	-0.6	-1.6	-1.7	0	0	0.1	-1.0	-4
O=C(Nc1ccc(N2CCOCC2)c(Cl)c1)c1cccnc1Cl	0.7	-0.7	-2	0.9	0.8	-1.1	1	7	-0.7	-1.1	0
Cc1cc(C)cc(NC(=O)C(Sc2ncnc3ccccc23)c2ccccc2)c1 (stereo not given)	0.6	2.1	-3	0.4	-0.2	-0.4	-3	-8	0.1	6.4*	-15
COc1cc(/C=N/NC2=NCCCCC2)ccc1O	-0.4	3.7	-8	-0.7	-0.3	-1.7	4	-22	-0.4	2.2	-1

Two compounds drawn at random from those above:
structure	FXN GAA850 act	hgDAF12 agonist	ADAM17 inh	DAX1 inh-2	DAX1 inh-1	ssDAF-12 act	SMARCA2 activ	ADAM10 inh	PG9 Ab binder	hcDAF12 agonist	NPR1 activator
FC(F)(F)c1cccc(NC(=S)NNC(=S)NCc2ccccc2)c1	-1.5	1.2	12*	-0.6	-0.5	-1.6	-3	20*	2.1	-2.5	3
CCN1CCN(c2c(Cl)cccc2NC(=O)c2ccc3nsnc3c2)CC1	-1.0	-0.8	-4	2.7	0.1	-1.1	-3	-5	-0.6	-0.5	2
